High-throughput results: PubChem BioAssay, MTDP
RNase H inhibition – RNase H inhibition, HIV 1 Gag Pol polyprotein, FRET biochemical assay, screening (AID 372); hit rate 0.77% among 100,000; inhibition, % at 10 µM; hits with a dose series show IC50 in µM; HIV-1 RT RNase H, FRET RNA/DNA substrate fluorescence; higher % means a stronger effect; in the data active = inhibition above about 50%
The depositor's hits bear a star.

The first 7 records as a preview:
SMILES	RNase H inhibition
Cc1cc(C=C2C(=O)NC(=O)NC2=O)c(C)n1-c1cccnc1	4%
COc1ccc(N2CCN(Cc3cccc(Cl)c3)CC2)cc1	19%
O=C1NC(=O)N(CCC2=CCCCC2)C(=O)/C1=C/c1cnc(-c2ccccc2)nc1	17%
N#CC1=C(N)Oc2c(c(=O)oc3ccccc23)C1c1ccc(C(F)(F)F)cc1 (configuration not stated)	0%
COc1ccc(CN2CCN(Cc3cccc(Br)c3)CC2)cc1Br	7%
CCc1ccc(/C=C2/C(=O)NC(=O)N(c3ccc(OC)cc3)C2=O)cc1	2%
CC1(C)OC(c2ccccc2)=C/C(=C/C=C2C(=O)NC(=O)NC2=O)O1	7%

All compounds of this part, from the first entry:
SMILES	RNase H inhibition
Cc1cc(C=C2C(=O)NC(=O)NC2=O)c(C)n1-c1cccnc1	4%
COc1ccc(N2CCN(Cc3cccc(Cl)c3)CC2)cc1	19%
O=C1NC(=O)N(CCC2=CCCCC2)C(=O)/C1=C/c1cnc(-c2ccccc2)nc1	17%
N#CC1=C(N)Oc2c(c(=O)oc3ccccc23)C1c1ccc(C(F)(F)F)cc1 (configuration not stated)	0%
COc1ccc(CN2CCN(Cc3cccc(Br)c3)CC2)cc1Br	7%
CCc1ccc(/C=C2/C(=O)NC(=O)N(c3ccc(OC)cc3)C2=O)cc1	2%
CC1(C)OC(c2ccccc2)=C/C(=C/C=C2C(=O)NC(=O)NC2=O)O1	7%
N/C(=N\[N+](=O)[O-])N/N=C/c1ccc(-c2ccc(Cl)cc2)o1	6%
Cn1c(O)c(C=Nc2ccc3c(c2)CCC3)c(=O)n(C)c1=O	8%
COC(=O)C1C2C(=O)N(c3ccc([N+](=O)[O-])cc3)C(=O)C12c1ccc(C)cc1 (configuration not stated)	3%
O=c1c2ccccc2nc(-c2ccc([N+](=O)[O-])cc2)n1-c1ccccc1	22%
O=C(Cc1ccccc1)N1CCN(C2CCCC2)CC1	4%
COc1ccc(CN2CCN(Cc3ccccc3Cl)CC2)cc1Br	2%
COc1c(-c2ccccc2)sc2nc(C)cc(C)[n+]12	2%
C1=C(c2ccccc2)Nc2nonc2N=C1c1ccccc1	5%
Oc1c(Br)cc(Br)cc1CN1CCN(c2ccccc2F)CC1	5%
CN1C(=O)C(=Cc2ccc(N3CCOCC3)o2)C(=O)N(C)C1=S	13%
Cc1cc(/C=C2\C(=O)NC(=O)N(c3cccc(Br)c3)C2=O)c(C)n1C	23%
CCOc1ccccc1N1CCN(Cc2cccc(Cl)c2Cl)CC1	6%
Cc1cc(OC(=O)C2CCCCC2)c2c3c(c(=O)oc2c1)CCC3	25%
O=c1c2cc(I)ccc2nc(/C=C/c2c[nH]c3ccccc23)n1-c1ccccc1	14%
CCCC(C)C1C(C#N)=C(N)Oc2c1c(=O)oc1ccccc21 (configuration not stated)	10%
Fc1cccc(CN2CCN(Cc3ccccc3Br)CC2)c1	13%
CC(C)COc1ccc(Cc2c(O)[nH]c(=S)[nH]c2=O)cc1	1%
CN1C(=O)NC(=O)/C(=C\c2ccc(C(=O)O)cc2)C1=O	4%

(cont.)
SMILES	RNase H inhibition
Brc1ccc(CN2CCN(Cc3ccc4c(c3)OCO4)CC2)cc1	3%
CCOc1ccc(CN(CCc2ccc3c(c2)OCO3)Cc2ccc(F)cc2)cc1	10%
C=CCSc1nc2ccccc2c(=O)n1-c1ccc(OC)cc1	2%
O=C(Cc1ccccc1)N1CCN(C2CC3CCC2C3)CC1 (configuration not stated)	0%
CCCCc1ccc(C=C(C#N)C#N)s1	2%
COc1ccc(CN2CCN(C(=O)Cc3ccccc3)CC2)c(OC)c1OC	10%
CN1C(=O)C(=Cc2ccc(-c3cc(C(=O)O)ccc3Cl)o2)C(=O)N(C)C1=O	15%
N#CC1=C(N)Oc2c(c(=O)oc3ccccc23)C1c1cccc(Oc2ccc(Cl)cc2)c1 (configuration not stated)	48%
O=C(O)C12C3CCCC1C32c1ccccc1 (configuration not stated)	0%
Fc1ccc(CN2CCN(c3ccccc3F)CC2)cc1Br	5%
COc1ccc(CCNCc2ccncc2)cc1	5%
C=CCn1cc(C=C2C(=O)NC(=O)NC2=O)c2ccccc21	14%
O=c1c2cc(I)ccc2nc(/C=C/c2ccccc2O)n1-c1ccccc1	7%
COc1ccc(-n2c(/C=C/c3ccc(Br)cc3)nc3ccccc3c2=O)cc1	0%
COc1cccc(C(c2c(O)c3ccccc3oc2=O)c2c(O)c3ccccc3oc2=O)c1	2%
COc1ccccc1-n1c(/C=C/c2ccco2)nc2ccccc2c1=O	18%
Cc1ccc(N2C(=O)NC(=O)/C(=C\c3cnc(-c4ccccc4)nc3)C2=O)cc1	17%
N#CCCN1CN(c2ccc(Cl)cc2)CN/C1=N\[N+](=O)[O-]	0%
CCOC(=O)c1c(C)n(Cc2ccccc2)c2c1cc(O)c1c2c(-c2ccccc2)nn1-c1ccccc1	14%
CC(=O)NC1(c2ccccc2)CC(C)N(C)CC1C (configuration not stated)	8%
N#CC(C#N)=Cc1cc([N+](=O)[O-])ccc1Cl	28%
c1ccc(CN2CCN(C3CCCCC3)CC2)cc1	2%
COc1ccc(O)c(CN2CCN(c3ccccc3OC)CC2)c1	3%
COc1ccccc1-n1c(/C=C/c2c[nH]c3ccccc23)nc2ccccc2c1=O	10%
Cc1nc2ccccc2c(=O)n1-c1ccc(-c2ccccc2)cc1	12%

The list continues:
SMILES	RNase H inhibition
COC(=O)C12C3CCCC1C32c1ccccc1 (configuration not stated)	10%
COc1cccc(CN2CCN(c3ccccc3F)CC2)c1OC	9%
COc1ccc(C2C(C#N)=C(N)Oc3c2c(=O)oc2ccccc32)cc1Br (configuration not stated)	1%
FC(F)(F)c1cccc(N2CCN(Cc3ccc(Cl)cc3)CC2)c1	14%
Cc1cc(OCC(=O)c2ccccc2)c2c3c(c(=O)oc2c1)CCC3	8%
CC(C)NC(C)C(=O)c1ccc2ccccc2c1 (configuration not stated)	9%
C=C(C)CN(CC)C1CCN(C)CC1	11%
Cc1ccc(-n2c(/C=C/c3ccc(Cl)cc3)nc3ccccc3c2=O)cc1	0%
Cc1cc(OCC(N)=O)c2c3c(c(=O)oc2c1)CCC3	0%
CC1=C(C(=O)OC(C)C)C2(C(=O)Nc3ccccc32)C(C(=O)OC(C)(C)C)=C(N)O1 (configuration not stated)	7%
N#CC1=C(N)Oc2c(c(=O)oc3ccccc23)C1c1ccccc1 (configuration not stated)	2%
Cc1nc2ccc(I)cc2c(=O)n1-c1ccc([N+](=O)[O-])cc1Cl	18%
Cc1ccc(N2CCN(Cc3c(F)cccc3Cl)CC2)cc1	9%
CCCNC(=O)C1CN1Cc1ccc(OC)cc1 (configuration not stated)	10%
Cc1cc([N+](=O)[O-])ccc1-c1ccc(/C=C2/C(=O)NC(=O)N(C)C2=O)o1	15%
CN1C(=O)C(=Cc2ccc(Sc3ccccc3)o2)C(=O)N(C)C1=S	30%
CCOc1ccc(CN(CCc2ccc3c(c2)OCO3)Cc2ccc(CC)cc2)cc1	8%
O=C(COc1ccc2ccccc2c1)N1CCN(C2CC3CCC2C3)CC1 (configuration not stated)	12%
CCC(N)C(=O)c1c(C)cc(C)cc1C (configuration not stated)	2%
CC(=O)C1=C(C)OC(N)=C(C#N)C12C(=O)Nc1ccc([N+](=O)[O-])cc12 (configuration not stated)	0%
O=C1NC(=O)C(CCc2ccncc2)(CCc2ccncc2)C(=O)N1Cc1ccccc1	20%
O=C1NC(=O)C(C(c2ccccc2)c2ccccc2)C(=O)N1	3%
O=C1NC(=S)NC(=O)C1=Cc1ccc(-c2ccc(Cl)c(Cl)c2)o1	0%
COc1cc(C=C2C(=O)NC(=S)NC2=O)cc(Br)c1OCc1c(C)no[n+]1[O-]	9%
O=[N+]([O-])c1cccc(CNCCc2ccc(F)cc2)c1	6%

Carrying on.
SMILES	RNase H inhibition
CCOP(C)(=O)CN1CCCCC1 (configuration not stated)	8%
Cc1nc2ccccc2c(=O)n1-c1ccc(O)cc1	18%
CC(Cc1ccccc1)NC(=O)C(c1ccc(N)cc1)c1ccc(N)cc1 (configuration not stated)	5%
CCN1CCN(Cc2c(F)cccc2Cl)CC1	2%
O=C1NC(=O)C(=Cc2ccc(Sc3nc4ccccc4[nH]3)o2)C(=O)N1	16%
C=CCc1cc(/C=C2/C(=O)NC(=O)N(C)C2=O)cc(OC)c1O	12%
Cc1cccnc1-n1c(CN2C(=O)c3ccccc3C2=O)nc2ccccc2c1=O	9%
Cc1ccc(NC2=NCC(C)S2)cc1 (configuration not stated)	14%
O=C1NC(=O)N(c2cccc(Br)c2)C(=O)/C1=C/c1ccc(-c2ccc(C(=O)O)cc2)o1	15%
N#CC(C#N)=Cc1ccccc1Br	20%
COc1cccc(OCC(=O)N2CCN(C)CC2)c1	6%
O=[N+]([O-])c1ccc(Cl)cc1CN1CCN(c2ccccc2)CC1	28%
COc1ccc(O)c(CN2CCN(Cc3ccc(C)cc3)CC2)c1	1%
COc1ccc(O)c(CN2CCN(Cc3ccc(F)cc3)CC2)c1	22%
c1ccc(C2CC3CC4(CCCC4)N2O3)cc1 (configuration not stated)	2%
O=C1NC(=O)N(c2ccc(Br)cc2)C(=O)/C1=C/c1ccsc1	0%
Cc1ccnc(-n2c(-c3ccccc3)nc3ccccc3c2=O)c1	0%
CCC(=O)N1N=C2C3CCN(CC3)C2C1c1ccc([N+](=O)[O-])cc1 (configuration not stated)	4%
CN1C(=O)C(=Cc2ccccc2[N+](=O)[O-])C(=O)N(C)C1=O	4%
CC1CCCC(NCCc2c[nH]c3ccccc23)C1 (configuration not stated)	6%
O=C1NC(=O)C(=Cc2cccc(OCc3ccccc3)c2)C(=O)N1	13%
Cc1ccc(CN2C[C@@H]3C[C@H](C2)c2cccc(=O)n2C3)cc1	9%
CCOc1cc(CNCCc2ccc(Cl)cc2)ccc1OC	0%
COc1ccc(Br)cc1CN1CCN(c2cc(C)ccc2C)CC1	14%
CC1=[N+](c2ccccc2)c2ccccc2C1(C)C	3%

Look-ups from the entries so far:
RNase H inhibition, CCN1CCN(Cc2c(F)cccc2Cl)CC1 stands at 2%
RNase H inhibition, CC1CCCC(NCCc2c[nH]c3ccccc23)C1 (configuration not stated) stands at 6%

Additional structures follow.
SMILES	RNase H inhibition
CCC1(c2ccccc2)C(=O)NC(=O)N(C(=O)c2ccccc2I)C1=O (configuration not stated)	7%
Clc1cccc(CNCCc2ccc3c(c2)OCO3)c1	5%
Cc1cc(OC(C)C(=O)O)c2c3c(c(=O)oc2c1)CCCC3 (configuration not stated)	11%
COc1cc(C)c(C=C(C#N)C#N)cc1C	50%*
COc1ccc(CN2CCN(c3ccccc3OC)CC2)cc1	4%
COc1ccc(NC(=O)c2c(O)c3ccccc3n(CCC(C)C)c2=O)cc1	4%
Cc1cccc(CN2CCN(Cc3ccc(F)cc3)CC2)c1	7%
COc1cc(/C=C(\C)[N+](=O)[O-])cc(OC)c1OC	4%
CN1C(=O)C(Cc2c[nH]c3ccccc23)C(=O)N(C)C1=O	0%
ON1C2CCCCC2N(O)C1c1ccccc1 (configuration not stated)	0%
CCN1C(=O)/C(=C/c2ccoc2)C(=O)NC1=S	40µM*
OC12Oc3ccccc3C=C1N1CCC2CC1 (configuration not stated)	1%
O=c1c(CN2CC=C(c3ccc(F)cc3)CC2)coc2c(Cl)cc(Cl)cc12	21%
COc1ccc(-c2nc3ccccc3c(=O)n2-c2ncccc2C)cc1	3%
CCOC(=O)C1=C(C)OC(N)=C(C(=O)OCC)C12C(=O)Nc1ccccc12 (configuration not stated)	0%
Cc1cc(N2CCN(C)CC2)nc2ccccc12	5%
COc1cc(CN2CCN(c3ccc(F)cc3)CC2)cc(Br)c1O	3%
SCCNCCc1c[nH]c2ccccc12	0%
C=CCN1C(=O)/C(=C\c2ccc(OC)cc2)C(=O)NC1=S	13%
CCOC(=O)C1=C(C)OC(N)=C(C(=O)OCCOC)C12C(=O)Nc1ccccc12 (configuration not stated)	0%
COc1cc(CN2CCN(c3ccc(Cl)cc3)CC2)cc(I)c1O	16%
O=c1c2ccccc2nc(-c2ccccc2F)n1-c1ccc(Cl)cc1	12%
O=S(=O)(OCCN(Cc1ccccc1)Cc1ccccc1)c1ccc(Cl)cc1	21%
O=C1NC(=O)N(c2ccccc2)C(=O)/C1=C/C=C/c1ccccc1[N+](=O)[O-]	11%
C=CCN1C(=O)/C(=C\c2ccc(C)o2)C(=O)NC1=S	13%

Looked up one by one from above:
SMILES	RNase H inhibition
Cc1cc(N2CCN(C)CC2)nc2ccccc12	5%
COc1ccc(-c2nc3ccccc3c(=O)n2-c2ncccc2C)cc1	3%
O=C1NC(=O)N(c2ccccc2)C(=O)/C1=C/C=C/c1ccccc1[N+](=O)[O-]	11%

(continued)
SMILES	RNase H inhibition
CC(c1ccccc1)C1C(C#N)=C(N)Oc2c1c(=O)oc1ccccc21 (configuration not stated)	12%
Cc1cc(C)cc(OCCOc2cccc(C=C3C(=O)NC(=O)NC3=O)c2)c1	32%
O=C1NC(=O)C(=Cc2ccc(OCc3cccc(C(=O)O)c3)cc2)C(=O)N1	7%
O=C(Nc1ccc(Br)cc1C(=O)c1ccccc1)c1cccc([N+](=O)[O-])c1	5%
COc1ccc(N2C(=O)/C(=C\C=C\c3ccccc3[N+](=O)[O-])C(=O)NC2=S)cc1	23%
COc1ccc(/C=C2/C(=O)NC(=O)N(Cc3ccco3)C2=O)cc1	11%
OC12CCCCC1C(c1ccc(Br)cc1)NCC2 (configuration not stated)	3%
O=C1NC(=O)C2(N1)C1CN3CCN(C1)CC2(c1ccccc1)C3 (configuration not stated)	11%
Cc1cccc(C)c1NN=C(C#N)C#N	10%

An excerpt. The share of hits here may be higher or lower than overall.
